Compound activity as filed in PubChem BioAssay.
TNAP act hi DEA: TNAP (human) activation, high acceptor. purified TNAP, CDP-star luminescence, 1 M DEA, 30 min; active compounds read high; 0 = EDTA background, 1 = DMSO-only activity. 200,000 tested, under 10 active. activation factor at 20 µM. AID 1136;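 active = activation factor at least 2 at 20 µM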
Target sequence (P05186 whole entry, looked up): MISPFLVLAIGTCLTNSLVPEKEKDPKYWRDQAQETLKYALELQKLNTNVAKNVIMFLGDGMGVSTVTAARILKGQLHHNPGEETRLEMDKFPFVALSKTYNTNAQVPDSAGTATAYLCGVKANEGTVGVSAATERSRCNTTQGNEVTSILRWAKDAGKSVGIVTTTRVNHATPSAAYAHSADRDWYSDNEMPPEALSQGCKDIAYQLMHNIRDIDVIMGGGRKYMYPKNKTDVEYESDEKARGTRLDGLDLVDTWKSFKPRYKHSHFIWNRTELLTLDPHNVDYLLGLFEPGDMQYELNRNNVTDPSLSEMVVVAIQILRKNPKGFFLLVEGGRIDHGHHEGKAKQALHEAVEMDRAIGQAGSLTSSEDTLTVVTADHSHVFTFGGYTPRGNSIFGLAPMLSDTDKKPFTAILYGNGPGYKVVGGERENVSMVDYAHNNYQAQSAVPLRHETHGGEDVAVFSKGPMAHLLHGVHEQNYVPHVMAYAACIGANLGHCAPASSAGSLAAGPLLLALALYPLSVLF
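system = human TNAP | amount = enzyme diluted 1/800 final | reagent = 100 µM CDP-star substrate | signal = luminescent substrate turnover signal | dosing = one dose, 20 µM | benchmarks = EDTA negative control, DMSO positive control | measure = activation factor | timing = 30 min reaction, room temperature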
TNAP inh no acc: blocks human TNAP activity with no phosphate acceptor present; inhibition, % at 20 µM; purified TNAP, CDP-star luminescence, 30 min; P05186; actives 0.26% (n = 200,000);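 active = tissue-nonspecific alkaline phosphatase inhibition above about 50% at 20 µM in the single-dose screen, limit read from the data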;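 note: 0% = DMSO negative control and 100% = EDTA positive control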
Diaph act CS: counter-screen for diaphorase-based assays: diaphorase activators and chemical reducers | actives 0.005% (n = 190,000) | Diaphorase/resazurin coupled assay, resorufin fluorescence, 16 min; active compounds read high; 1 = vehicle wells, 0 = NADH-free wells | activation factor at 20 µM;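 active = diaphorase activity raised at least twofold by the compound at 20 µM; inactive = activation factor below 2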
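Assay system: Purified diaphorase enzyme from Clostridium kluyveri | Amount: Enzyme 0.07 U/mL final | Dosing: Compound 20 µM once, DMSO 1% | Timing: 16 min reaction at room temperature | Detection: Fluorescence, excitation 544 nm and emission 590 nm | Evaluation: Higher resorufin formation from activation or reduction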
TNAP inh hi DEA: blocks human TNAP under high phosphate acceptor concentration; P05186; purified TNAP, CDP-star luminescence, 1 M DEA; inhibition, % at 20 µM; actives 0.03% (n = 200,000);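 active = over 50% inhibition of tissue-nonspecific alkaline phosphatase at 20 µM in the single-dose screen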;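 note: plate controls were DMSO wells for no effect and EDTA-quenched wells as full inhibition for full effect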
PMI activator: phosphomannose isomerase (human) activation. P34949. actives 0.005% (n = 190,000). activation factor at 20 µM. purified human PMI, coupled resazurin fluorescence, 20 min; active compounds read high; 1 = vehicle control, 0 substrate-free wells;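 active = activation factor of 2 or more at 20 µM, relative to plate controls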
G6PDH CS: counter-screen for G6PDH assay hits: L. mesenteroides G6PDH inhibition | AID 1020 | Purified L. mesenteroides G6PDH, diaphorase/resazurin coupled fluorescence, 45 min | inhibition, % at 5 µM | actives 0.12% (n = 200,000); in the data active = inhibition above about 50%
Efa HMGR inh: E. faecalis class II HMG-CoA reductase inhibition; purified E. faecalis HMGR, NADPH absorbance 340 nm kinetic; inhibition, % at 10 µM; actives 0.41% (n = 190,000); AID 1066;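 active = inhibition above a set limit, the median over all tested compounds plus 3 SD, cut at about 9.5% in these data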;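 note: enzyme runs in reverse so mevalonate oxidation gives rising NADPH absorbance; 0% = complete reaction with DMSO and 100% = background rate lacking mevalonate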
PMI act satM6P: PMI (human) activation, high substrate. P34949. coupled PMI enzyme assay, resazurin fluorescence, 20 min; active compounds read high; 1 = untreated enzyme, 0 = substrate-free blank. activation factor at 20 µM. actives 0.34% (n = 190,000). AID 1216;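 active = activation factor of 2 or more at 20 µM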
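assay system = human phosphomannose isomerase with PGI, G6PDH, diaphorase coupling enzymes | quantity = 15 ng/mL PMI | incubation = enzyme reaction with compound 20 min at room temperature | medium = HEPES pH 7.4 buffer with MgCl2 and Tween-20 | compound dosing = one concentration, 20 µM, in 1% DMSO | measured by = Diaphorase-driven resazurin-to-resorufin fluorescence, excitation 544, emission 590 nm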
FLuc act counter: firefly luciferase counter-screen for stimulation assays; P08659; ATPlite luciferase biochemical, luminescence, 10 min; 0 = ATP-free wells, 1 = DMSO control; activation factor at 10 µM; 200,000 tested, under 10 active; AID 1027;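 active = luciferase activation factor, scaled between plate controls, of at least 2 with compound at 10 µM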
Target sequence (P08659 whole entry, looked up): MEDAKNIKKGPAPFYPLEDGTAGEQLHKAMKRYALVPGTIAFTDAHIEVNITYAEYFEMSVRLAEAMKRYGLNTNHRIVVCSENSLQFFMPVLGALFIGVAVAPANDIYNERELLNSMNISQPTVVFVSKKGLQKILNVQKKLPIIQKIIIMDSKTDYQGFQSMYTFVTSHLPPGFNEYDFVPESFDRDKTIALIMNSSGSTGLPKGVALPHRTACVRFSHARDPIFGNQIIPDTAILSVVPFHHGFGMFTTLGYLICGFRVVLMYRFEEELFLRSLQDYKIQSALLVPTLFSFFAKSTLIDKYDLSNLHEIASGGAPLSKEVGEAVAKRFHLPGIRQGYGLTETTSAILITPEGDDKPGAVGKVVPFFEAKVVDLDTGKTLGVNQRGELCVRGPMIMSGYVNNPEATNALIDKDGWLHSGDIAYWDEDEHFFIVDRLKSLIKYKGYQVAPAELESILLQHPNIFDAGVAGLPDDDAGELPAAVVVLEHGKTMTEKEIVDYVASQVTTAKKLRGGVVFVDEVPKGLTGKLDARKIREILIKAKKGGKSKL
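System: cell-free luciferase reagent; medium: PBS as buffer for the ATP substrate; doses: test compounds dosed from 2 mM stocks in 100% DMSO; incubation: 10 min, room temperature; measured by: luminescence from luciferase reaction; read-out: luciferase activation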
Diaphorase inh: inhibits diaphorase or chemically oxidizes, flagging diaphorase assay artifacts. diaphorase resazurin-to-resorufin fluorescence, NADH, 16 min; bacterial (C. kluyveri) enzyme, not human. inhibition, % at 20 µM. actives 0.69% (n = 190,000). AID 1217;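 active = primary screen inhibition at 20 µM above a set limit, cut at about 50% in these data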;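 note: plate controls were DMSO with full reaction for no effect and wells lacking NADH for full effect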
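System: Diaphorase enzyme from Clostridium kluyveri | Amount: Enzyme working solution with 0.14 U/mL diaphorase | Benchmarks: No-NADH positive control and DMSO neutral control | Signal: Fluorescence of resorufin formed from resazurin, Ex 544/Em 590 nm | Schedule: 16-min room-temperature incubation before reading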
The depositor's hits bear a star; / = not tested or not shown.

SMILES	TNAP act hi DEA	TNAP inh no acc	Diaph act CS	TNAP inh hi DEA	PMI activator	G6PDH CS	Efa HMGR inh	PMI act satM6P	FLuc act counter	Diaphorase inh
CCc1ccc(Oc2cc(C)nc(N)n2)cc1	1	-11	0.9	-4	1	2	-5	1	0.9	9
CC(=O)C1=C(O)C(=O)N(C2CCCCC2)C1c1ccccc1 (stereo not drawn)	1	-11	1	-4	1	12	0	1.1	1	-1
CN(C)c1ccc(/C=N/NC(=O)COc2ccccc2)cc1	1	-8	0.9	-2	1	-6	-3	0.8	0.7	8
O=C(C1=COCCO1)N1CCN(C(c2ccccc2)c2ccccc2)CC1	1	0	0.9	0	1	8	-2	1	1	5
CN(C)CC(O)COc1cc2ccccc2cc1C(=O)N1CCCCC1 (stereo not drawn)	1	-4	0.9	-2	1	5	/	0.9	1.1	12
CCN1C(=O)C(C)S/C1=N\S(=O)(=O)c1ccc(Cl)s1 (stereo not drawn)	1.1	-13	0.8	-6	1	-2	1	1	1.1	15
COc1cccc(Cn2c(-c3cccs3)noc2=O)c1	1	-14	0.9	-4	0.9	-1	-4	1	1.1	10
O=S(=O)(Nc1ncccn1)c1ccc(NC(=S)NCc2ccco2)cc1	1	-7	1	-3	0.9	5	0	1	1	4
Nc1c(C(=O)c2ccc(Br)s2)oc2ccccc12	1	10	0.9	5	0.9	-24	-5	1	1	10
C=CCn1c(SCC(=O)Nc2nnc(CC)s2)nnc1-c1ccncc1	1	0	0.9	1	0.9	14	-3	0.9	1	13
CCCc1nc(NCc2ccc3c(c2)OCO3)c2nnn(Cc3ccccc3Cl)c2n1	1	-12	1	-2	1	-2	2	1	1.1	2
O=C(/C=C/c1ccc(Cl)c([N+](=O)[O-])c1)Nc1cccnc1	1	-6	0.9	1	0.9	-39	-4	0.9	1	5

Fetched one by one from the entries so far, four records:
SMILES	TNAP act hi DEA	TNAP inh no acc	Diaph act CS	TNAP inh hi DEA	PMI activator	G6PDH CS	Efa HMGR inh	PMI act satM6P	FLuc act counter	Diaphorase inh
CN(C)CC(O)COc1cc2ccccc2cc1C(=O)N1CCCCC1 (stereo not drawn)	1	-4	0.9	-2	1	5	/	0.9	1.1	12
CCCc1nc(NCc2ccc3c(c2)OCO3)c2nnn(Cc3ccccc3Cl)c2n1	1	-12	1	-2	1	-2	2	1	1.1	2
CC(=O)C1=C(O)C(=O)N(C2CCCCC2)C1c1ccccc1 (stereo not drawn)	1	-11	1	-4	1	12	0	1.1	1	-1
C=CCn1c(SCC(=O)Nc2nnc(CC)s2)nnc1-c1ccncc1	1	0	0.9	1	0.9	14	-3	0.9	1	13

Further entries:
SMILES	TNAP act hi DEA	TNAP inh no acc	Diaph act CS	TNAP inh hi DEA	PMI activator	G6PDH CS	Efa HMGR inh	PMI act satM6P	FLuc act counter	Diaphorase inh
Cc1cc(Cl)ccc1OCC(=O)N/N=C1\CCCc2ccccc21	1	-4	1	0	1	8	1	0.9	1	5
Cc1nc(C)c(CC(=O)N/N=C/c2ccc(O)cc2)c(=O)[nH]1	1	-12	1	-4	1.1	4	3	1	1	-4
CC(N=C(NS(=O)(=O)c1ccc(Cl)cc1)c1ccccc1)C(=O)O (stereo not drawn)	1	-8	0.9	0	1	1	-1	1.1	1.1	8
O=C1c2cccc3cccc(c23)C(=O)N1CCCc1n[nH]c(=S)n1-c1ccccc1	1	-27	0.6	1	1	4	3	1.1	0.9	39
COc1cc(/C=C2\C(=O)ON=C2c2ccccc2)cc(Cl)c1O	0.8	42	0.6	23	1.1	7	1	1.1	1	42
COc1ccc(Br)cc1S(=O)(=O)N1CCN=C1C	1	-7	0.9	2	1	5	3	1	1.1	6
CC(=O)Oc1ccc2c(c1)OC(c1ccccc1)CC21CC(C)(C)NC(=S)N1 (stereo not drawn)	1	9	0.8	-4	0.9	3	-1	1	1.1	19
O=c1cc(O)c(-c2ccccc2)c(Cl)[nH]1	1.1	-10	0.9	-6	1	3	3	1	1.1	14
c1ccc(CSc2ncnc3ccccc23)cc1	1	-2	1.1	1	1	1	0	1	1	-6
C=CSc1sc(Cl)c(N2CCOCC2)c1[N+](=O)[O-]	1	0	0.8	2	0.9	10	-4	0.9	1	20
Cc1ccccc1CSc1nc2n(n1)C(c1cccs1)C1=C(CCCC1=O)N2 (stereo not drawn)	1	-17	0.9	-2	0.9	2	-4	1	1.1	9
NC(=O)CN1CCN(C(=O)Nc2ccccc2)CC1	1	-5	0.9	2	0.8	-1	-2	0.8	1	12

Next section:
SMILES	TNAP act hi DEA	TNAP inh no acc	Diaph act CS	TNAP inh hi DEA	PMI activator	G6PDH CS	Efa HMGR inh	PMI act satM6P	FLuc act counter	Diaphorase inh
CCc1nnc(NC(=O)CN2CCN(c3nc(-c4ccccc4)cs3)CC2)s1	1	-15	0.9	-2	1	7	-20	1	1.1	12
O=C(CSc1nnc(-c2ccc(Br)cc2)n1CCc1ccccc1)NC1CCS(=O)(=O)C1 (stereo not drawn)	1	-8	0.9	-3	1	4	6	1	1	12
Cn1c(N)c(C(=O)CCl)c(=O)n(C)c1=O	1	6	1.1	-1	1.1	8	3	1.5	1	-10
O=C(NCc1ccccc1)C1CC(=O)N(C2CCCCCC2)C1 (stereo not drawn)	1.1	-12	0.9	-7	1	8	2	1	1.1	12
COc1ccc(-c2[nH]ncc2CNCC(C)(C)N2CCOCC2)cc1F	1	19	1	-3	1	12	-1	0.9	1	2
N#Cc1cc(C(=O)c2cc(Cl)ccc2O)cn(CC2CCCO2)c1=O (stereo not drawn)	1	-8	1	-1	1	11	-6	1	1	3
COc1ccc(NS(=O)(=O)c2cccc3nsnc23)cc1OC	1.1	-3	1	-5	1.1	2	1	1.1	1.1	4
O=C(C1CCCCC1)N1CC(=O)N2CCc3ccccc3C2C1 (stereo not drawn)	1.1	-13	1	-6	1.1	8	0	1.1	1.1	3
O=Nc1c2nc3ccccc3n(O)c-2c2ccccc12	1	-1	0.8	0	0.9	9	-6	0.7	0.9	15
CN(C)c1ccc(C(=O)c2ccccc2)cc1	1.1	-16	0.9	-6	1	2	-4	1	0.8	15
Cc1ccc(-c2csc3nnc(SCc4csc(C)n4)n23)cc1	1	-7	0.9	-3	0.9	8	0	0.9	1.1	10
CCOCCCn1c(NN)nc2ccccc2c1=O	1	-10	1	-2	1.7	0	1	1.4	1	-4

The listing continues:
SMILES	TNAP act hi DEA	TNAP inh no acc	Diaph act CS	TNAP inh hi DEA	PMI activator	G6PDH CS	Efa HMGR inh	PMI act satM6P	FLuc act counter	Diaphorase inh
CCOC(=O)N1CCN(S(=O)(=O)c2ccc(OCC(=O)OC)c(Cl)c2)CC1	0.9	5	1	8	1.1	1	-6	1.1	1	-4
OCC1(Cc2ccccc2Cl)CCN(C/C=C/c2ccccc2)CC1	1	-1	0.8	-4	0.8	20	1	0.9	1.1	15
Cc1ccccc1-c1nn(-c2ccc(F)cc2F)cc1CNCC(C)O (stereo not drawn)	1	-5	0.9	-3	0.9	4	-5	1	1.1	9
CC(C)CC1NC(=O)N(CC(=O)N2CCCc3ccccc32)C1=O (stereo not drawn)	1	-2	1	2	1.1	-3	-5	1.1	1	-2
N#C/C(=C\c1ccccc1)c1ccccn1	1	-2	1	3	1	4	0	1	0.8	-3
COCCCNC(=O)c1cccc2c(=O)c(C)c(-c3ccccc3)oc12	1	-8	1	1	1	-4	-8	1.1	1	2
COc1cccc(C(=O)Nc2nc3ccc(S(C)(=O)=O)cc3s2)c1	1	-8	0.9	2	1.1	2	5	1.2	0.6	7
CCOc1ccccc1N1CC(C(=O)N2CCc3ccccc32)CC1=O (stereo not drawn)	1	-7	1.1	-3	1	6	-7	1.1	1	-10
O=S(=O)(c1ccccc1Br)N1CCC(O)(c2cccnc2)CC1	1.1	-10	0.6	-6	1	10	0	1	1.1	37
CCOC(=O)c1cn(CC)c2ccc(Br)cc2c1=O	1.1	-12	0.8	-9	0.9	5	-4	0.9	1	16
CCOC(=O)Cn1cnc2sc3c(c2c1=O)CCC3	1	-13	0.9	-4	0.9	-8	0	1	1	14
CCOc1ccccc1NC(=O)COC(=O)CN(C)S(=O)(=O)c1ccc(C)cc1	1	-6	0.9	-3	1	9	-3	1.1	1	6

The last two entries of the part above open the next one.
SMILES	TNAP act hi DEA	TNAP inh no acc	Diaph act CS	TNAP inh hi DEA	PMI activator	G6PDH CS	Efa HMGR inh	PMI act satM6P	FLuc act counter	Diaphorase inh
CCOC(=O)Cn1cnc2sc3c(c2c1=O)CCC3	1	-13	0.9	-4	0.9	-8	0	1	1	14
CCOc1ccccc1NC(=O)COC(=O)CN(C)S(=O)(=O)c1ccc(C)cc1	1	-6	0.9	-3	1	9	-3	1.1	1	6
CC(=O)c1cccc(N2C(=O)C3C(C(=O)Nc4cc(C)on4)C4(C)C=CC3(O4)C2C(=O)NC(C)(C)C)c1 (stereo not drawn)	1	-11	1	-2	1	3	-9	1.1	1	1
O=c1oc2c3c4c(cc2s1)CCCN4CCC3	0.9	-4	0.7	7	1.4	10	-2	1.9	1	29
CN(C)C(=O)CN1CCN(C(=O)CCl)CC1	1.1	-11	1.1	-5	1.3	0	3	1.3	1	-10
CCc1c(C)nc2cc(-c3ccc(OC)c(OC)c3)nn2c1NCC1CC1	1	-12	1	-4	0.9	-1	-6	1	1	4
CCOC(=O)Cc1csc(NC(=O)c2ccc(Cl)nc2)n1	1	-4	0.9	0	1	5	0	1	1	10
COC(=O)C(NC(=O)c1ccco1)(Nc1ccc(Br)cn1)C(F)(F)F (stereo not drawn)	1	-11	0.8	-1	1	3	-2	1	1.1	19
CCC/C(O)=C1\C(=O)CCCC1=NCCc1ccc(OCC)c(OCC)c1	1	2	0.9	-3	1	6	-3	1	1.1	7
CCOc1ccc(CC(=O)NNC(=S)Nc2ccccc2)cc1Br	1	-1	0.9	-2	0.9	6	-6	1	1.1	12
O=C(NCCCN=C1NS(=O)(=O)c2ccccc21)c1ccncc1	1	-11	1	-3	1.1	0	2	1.1	1	2
CCOC(=O)/C=C1\SCC(=O)N1CC(=O)NCc1cccc(Cl)c1	1	-17	0.9	0	1	-5	0	1	1	8
CC(=O)Nc1cccc(CNCc2cccc(NC(C)=O)c2)c1	1	-2	1	2	1	8	-8	1	1	1
Cc1cc(C(=O)CN2C(=O)NC(c3ccccc3)(c3ccccc3)C2=O)c(C)n1Cc1ccco1	1.1	-2	0.7	-6	0.8	15	0	0.8	1	33
